Bioassay records from PubChem BioAssay.
FLuc inh – Photinus pyralis luciferase inhibition. P08659. AID 1347043. 76,000 compounds, 2.5% hits. Potency, µM (doses to about 115 µM), for inactives: top-dose activity change, negative = inhibition, usual class: inhibitors. purified P. pyralis luciferase, luminescence, biochemical; note: potency is the fitted concentration of half-maximal effect; nearly all actives have a fitted effect of over 65% in size
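Luminescence read by CCD imager after adding enzyme (10nM final) to wells holding compound, titrated in qHTS. Substrates 10uM each D-luciferin and ATP; buffer 50mM Tris acetate pH 7.5, 10mM Mg acetate, Tween-20, BSA.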
IP6K1 inhibitor – inhibitors of human IP6K1. Q92551. IP6K1 kinase, ADP-Glo luminescence, 2 h; stronger effect = lower value. activity change, % (series mostly up to about 58 µM). 140,000 compounds, 0.81% hits. AID 1645851; in the data active = activity change below about -25%
Target sequence (Q92551 whole entry, looked up): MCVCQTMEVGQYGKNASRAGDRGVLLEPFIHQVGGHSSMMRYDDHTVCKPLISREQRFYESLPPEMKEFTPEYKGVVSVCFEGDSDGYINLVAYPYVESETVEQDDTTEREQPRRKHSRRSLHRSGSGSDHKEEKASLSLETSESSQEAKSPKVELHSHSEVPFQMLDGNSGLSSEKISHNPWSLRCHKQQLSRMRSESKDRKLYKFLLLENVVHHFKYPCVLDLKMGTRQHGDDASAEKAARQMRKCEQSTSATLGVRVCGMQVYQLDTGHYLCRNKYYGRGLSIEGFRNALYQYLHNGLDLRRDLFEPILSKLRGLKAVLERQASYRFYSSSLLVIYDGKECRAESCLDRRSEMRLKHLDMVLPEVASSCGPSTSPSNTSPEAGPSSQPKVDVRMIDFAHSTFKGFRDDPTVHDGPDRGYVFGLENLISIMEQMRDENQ
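ADP-Glo luminescence measures ADP made by human IP6K1 during a 2 h RT reaction with ATP/IP6 (mix at 1.3 mM/130 uM); top library doses 57.5 and 19.1 uM final.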
HEK293 viab – reduces viability of HEK-293 SNCA reporter cells; HEK-293-SNCA-luc viability, GF-AFC fluorescence, 24 h; Potency, µM (highest dose often 57.1 µM), for inactives: at the top dose activity change, negative = cytotoxicity, usual class: cytotoxic; 150,000 compounds, 0.12% hits; AID 1671193;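 note: potency is the fitted concentration of half-maximal effect; 0% = DMSO-treated cells and -100% = medium-only wells without cells; nearly all actives have a fitted effect of over 30% in size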
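HEK-293-SNCA-luc cells (1500/well) plated 24 h, then exposed 24 h to a dilution series; GF-AFC added 30 min at 37C, fluorescence 405/540 nm; normalised to medium-only and DMSO wells, Hill fit.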
HEK cytotox – cytotoxic compounds in HEK 293 cells. HEK 293 viability, ATP luminescence (CellTiter-Glo), 48-72 h. Potency, µM (top dose mostly 115 µM), for inactives: at the highest dose activity change, negative = cytotoxicity, hits mostly inhibitors. 94,000 compounds, 6.6% hits. AID 1345083; note: potency is the fitted concentration of half-maximal effect; nearly all actives have a fitted effect of over 60% in size
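HEK 293 seeded at 250 cells/well receive compound via pintool. After 48 or 72 hr at 37 degree Celsius, 5% CO2 and 95% humidity, CellTiter-Glo is dispensed and luminescence read following 10 min at room temperature.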
3T3 cytotox – kills NIH 3T3 cells. NIH 3T3 viability, CellTiter-Glo ATP luminescence, 48-72 h. AID 1345082. Potency, µM (highest dose often 96.7 µM), for the others: at the top dose activity change, negative = cytotoxicity, hits mostly inhibitors. 94,000 compounds, 4.3% hits; note: potency is the fitted concentration of half-maximal effect; nearly all actives have a fitted effect of over 55% in size
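Cytotoxicity is measured as loss of cellular ATP: NIH 3T3 cells (400/well) are exposed to compound for 48 or 72 hr at 37 °C, then CellTiter-Glo luminescence is imaged after 10 min at room temperature.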
SNCA expr inhib – inhibitors of alpha-synuclein (SNCA) gene expression | HEK-293 SNCA-luciferase knock-in, luminescence, 24 h | Potency, µM (series often up to 57.2 µM), inactives show at the highest dose activity change, negative = inhibition, hits mostly inhibitors | 140,000 compounds, 0.17% hits | AID 1671194;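 note: potency is the fitted concentration of half-maximal effect; plate controls were DMSO cells for no effect and cell-free wells for full effect; nearly all actives have a fitted effect of over 45% in size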
GPT2 inh – blocks human glutamate pyruvate transaminase 2. Recombinant GPT2, coupled pyruvate oxidase/HRP Amplex Red fluorescence. AID 1671188. Potency, µM (highest dose often 57.7 µM), without a hit: top-dose activity change, negative = inhibition, usual class: inhibitors. 100,000 compounds, 0.25% hits; note: potency is the fitted concentration of half-maximal effect; nearly all actives have a fitted effect of over 60% in size; many of its hits are not listed in these tables
Target sequence (Q8TD30 whole entry, looked up): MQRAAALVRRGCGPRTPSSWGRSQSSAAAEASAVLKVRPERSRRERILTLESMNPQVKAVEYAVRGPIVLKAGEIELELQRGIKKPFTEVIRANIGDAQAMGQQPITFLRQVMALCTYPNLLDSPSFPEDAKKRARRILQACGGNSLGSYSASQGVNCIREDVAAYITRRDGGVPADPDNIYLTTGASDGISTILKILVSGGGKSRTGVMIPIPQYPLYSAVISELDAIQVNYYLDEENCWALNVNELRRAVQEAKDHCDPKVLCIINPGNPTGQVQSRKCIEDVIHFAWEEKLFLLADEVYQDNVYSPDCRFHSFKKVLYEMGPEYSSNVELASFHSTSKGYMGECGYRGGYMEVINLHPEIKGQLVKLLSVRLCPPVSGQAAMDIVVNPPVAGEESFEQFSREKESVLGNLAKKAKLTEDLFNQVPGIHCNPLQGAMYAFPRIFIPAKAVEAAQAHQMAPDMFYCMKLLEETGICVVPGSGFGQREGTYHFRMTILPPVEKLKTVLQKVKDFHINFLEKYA
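GPT2 10ng/uL, a-KG 250uM, L-Ala 2mM, HEPES pH7.5 + 0.0001% Tween; 30 min RT. Then Amplex mix (PO/HRP/ThPP), 30 min RT dark, fluorescence. AOA 50uM used as positive control.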
Active calls of the source: *; i = inactive; ? = inconclusive; . = no result given; [ ] = dose if it differs, or a comment. Unless noted, calls come from the whole dose curve; as a rule, active = well fitted curve in the direction sought with a large enough effect; inconclusive = small, poorly fitted or top-dose-only effect, or another doubt; inactive = no such curve, though single readings can be large; an effect the other way counts as inactive or inconclusive. Unless noted, % is set by controls: 0 for no effect and ±100 for the full control effect. This is a subset, so the mix of outcomes need not match the whole.

Molecule	FLuc inh	IP6K1 inhibitor	HEK293 viab	HEK cytotox	3T3 cytotox	SNCA expr inhib	GPT2 inh
CCCN(CC1CC1)C(=O)C1CCN(C(=O)N2CC3CC(C2)[C@H]2CCCC(=O)N2C3)CC1 (stereo partly drawn)	0%	1	7%	16%	-19%	8%	2%
COc1cccc(-c2nc(-c3ccc(-c4ccccc4)nc3OC)no2)c1	.	1	-21%	.	.	-14%	.
CCOc1ccccc1CNC(=O)c1cc(-c2ccc(OC)cc2)nc2ccc(C(C)C)cc12	.	3	11%	.	.	-5%	.
CCCN(C)c1nccnc1OC1CCN(C(=O)C2CCOCC2)C1 (stereo not drawn)	40µM*	41	-1%	-13%	-8%	91%[activator]	4%
COc1ccc(F)cc1-c1cccc(C(=O)NCC(=O)NC2CCN(Cc3ccccc3)CC2)c1	.	2	.	?	?	.	.
O=C1CC(c2ccccc2)N(C(=O)Nc2ccccc2)CCCCCCN1 (stereo not drawn)	-7%	35	-13%	-8%	-21%	-19%	4%
CC(=O)N1C[C@@H](C(=O)NCc2cccs2)[C@H](c2nc(C)no2)C1	1%	19	-13%	-17%	-10%	24%	-5%
CN(C)CCn1nnnc1SCC1=C(C(=O)O)N2C(=O)[C@@H](NC(=O)Cc3csc(N)n3)[C@H]2SC1	.	-8	-20%[23.9 µM]	.	.	-25%[25.6 µM]	18µM*
CCc1nc(-c2c3n(c(=O)n(CC(=O)Nc4ccccc4CC)c2=O)CCCCC3)no1	4%	3	1%	5%	2%	?	-4%
CCCc1ccc(S(=O)(=O)N2CCc3nc4cc[nH]n4c(=O)c3C2)cc1	0%	0	0%	-3%	-18%	?	4%
CCc1cccc2c(C(CC(=O)NCc3ccco3)c3ccc(OC)c(OC)c3)c[nH]c12 (stereo not drawn)	0%	-14	-20%	?	?	7%	2%
CN(CC1CCOCC1)C(=O)c1cccc(Cl)c1	-16%	18	-5%	-2%	0%	0%	-3%

Next part:
Molecule	FLuc inh	IP6K1 inhibitor	HEK293 viab	HEK cytotox	3T3 cytotox	SNCA expr inhib	GPT2 inh
COc1ccc(-c2cn3nc(SCC(=O)Nc4ccccc4F)ccc3n2)cc1	.	3	-3%	.	.	13%	.
COc1ccc(C(=O)NCc2nnc3ccc(-c4ccc(F)cc4)nn23)c(OC)c1	2%	15	-7%	-16%	-9%	-6%	-10%
O=C(Nc1ccccc1)N1CCN2C(=O)N(Cc3ccc(F)cc3)C[C@H]2C1	50µM*	-3	-6%[87.6 µM]	-22%[172 µM]	?	71%[activator][87.6 µM]	i
CCOC(=O)c1ccc2c(c1)N(Cc1ccc(F)cc1Cl)C(=O)c1ccccc1S2(=O)=O	.	14	1%	.	.	16%	.
COCCn1ccc2c(C3=CCOCC3)nc(-c3cccc4cn[nH]c34)cc21	-23%[172 µM]	1	-23%[87.6 µM]	79µM*	?	6%[87.6 µM]	?
COc1ccc(-c2[nH]ncc2CN2CCCCCNC(=O)CC2c2ccccc2)cc1 (stereo not drawn)	4%	14	?	?	?	-25%	i
COc1ccc(OC2CN(C(=O)c3ccccc3OC)C2)cc1	.	-3	3%	?	-18%	26%	i
COc1ccc(NS(=O)(=O)c2cc(-c3onc(C)c3C)ccc2C)c(OC)c1	.	0	4%	.	.	0%	.
Cn1ncc2c(C(=O)NC3CCCCCC3)cc(-c3ccccc3C(F)(F)F)nc21	.	8	.	?	?	.	.
Cc1nc(-c2ccncc2)ncc1C(C)Nc1ncnc(C)c1C (stereo not drawn)	10%	16	-4%	?	-38%	-1%	1%
COc1ccc(Cn2c(=O)c(C(=O)N3CCN(C(C)=O)CC3)nc3cccnc32)cc1	.	2	4%	2%	-6%	-2%	i
Cc1nc2c(c(-c3ccc(O)cc3)n1)CN(Cc1ccc(F)cc1)CCC2	-11%	2	-4%	?	?	-1%	i

Going on with the list:
Molecule	FLuc inh	IP6K1 inhibitor	HEK293 viab	HEK cytotox	3T3 cytotox	SNCA expr inhib	GPT2 inh
O=C(Nc1nc2c(s1)CCCC2)C1CC(=O)N(c2n[nH]c3cccc(F)c23)C1 (stereo not drawn)	7%	-4	3%	?	-4%	-12%	-11%
COc1cccc(-c2ccc(C(=O)NCCNC(C)=O)cc2)c1	.	-1	.	-24%[172 µM]	-14%[138 µM]	.	.
COc1ccc(C(=O)N[C@@H]2C=C[C@@H](c3c(C)nn(-c4ccc(C)c(Cl)c4)c3C)C2)cc1	32µM*	-10	?	?	?	-18%	5%
Cc1ccc(C(=O)N2CCN(C(=O)c3nnn4c3COC(c3ccc(Cl)cc3)C4)CC2)c(C)c1 (stereo not drawn)	1%	-4	-25%	?	?	-22%	1%
COc1ccc(C(=O)Nc2nc3c(s2)C[C@@H]2[C@](C)(CO)[C@H](O)CC[C@@]2(C)[C@@H]3CC(=O)NCc2ccccc2)cc1	-19%	-5	-5%	-16%	?	2%	1%
CC(=O)c1cc(-c2ccccc2)n(CCC(=O)NCc2ccc(C)cc2)c1C	.	20	-4%	.	.	31%[activator]	.
O=C(NCC(F)(F)F)c1cc(C2CC2)nc2onc(C3CCNC3)c12 (stereo not drawn)	.	1	7%	-21%	-14%	?	i
Cc1nc(N2CCN(C(=O)Cc3ccccc3Cl)CC2)cc(C(F)(F)F)n1	7%	1	8%	?	?	?	i
CCc1cccc(C)c1Nc1c(-c2ccccc2)nc2sccn12	.	-8	-9%	.	.	-6%	.
CS(=O)(=O)N1CCCC(C(=O)N2CCN(c3ccccc3F)CC2)CCNC(=O)CC1 (stereo not drawn)	-7%	-1	9%	i	i	12%	2%
COc1ccc(CN2CCc3c(c(=O)n4ncc(C(=O)N5CCN(c6ccc(F)cc6)CC5)c4n3C)C2)cc1	.	16	4%	.	.	?	.
O=C(NCCc1ccccc1F)c1ccc2nccn2c1	.	-3	-7%[87.6 µM]	-4%[172 µM]	2%[138 µM]	28%[87.6 µM]	1%[88.5 µM]

Carrying on:
Molecule	FLuc inh	IP6K1 inhibitor	HEK293 viab	HEK cytotox	3T3 cytotox	SNCA expr inhib	GPT2 inh
COc1cc(NC(=O)c2nc3cc(C)c(C)cc3n(C)c2=O)cc(OC)c1OC	.	6	-2%	.	.	14%	.
COc1ccc(CCNC(=O)C(=O)NCC(c2cccs2)S(=O)(=O)c2cccs2)cc1 (stereo not drawn)	.	-10	1%	.	.	-24%	.
Cn1c(SCC(=O)Nc2ccccc2F)nc2c([nH]c3ccccc32)c1=O	.	2	?	.	.	8%	.
CCCc1nn2c(=O)cc(COC(=O)C3CCCCC3)nc2s1	.	19	4%	.	.	-12%	.
CCCCn1c(=NC(=O)C(C)(C)Oc2ccc(Cl)cc2)c(C(=O)OCC)cc2c(=O)n3ccccc3nc21	.	2	?	.	.	12%	.
CN(Cc1cc2n(n1)CCNC2)Cc1nc2ccsc2c(=O)[nH]1	-23%	-2	-4%	-34%	?	?	1%
COc1ccc(CN2CCNc3cc(-c4ccnc(C)c4)ncc3C2)cc1	?	-8	-6%[87.6 µM]	89µM*	?	95%[activator][87.6 µM]	4%[88.5 µM]
Clc1ccccc1CN1CCc2nc(N3CCN(c4ncccn4)CC3)ncc2C1	.	13	-16%	.	.	-31%	.
CCN(CC)CCOC(=O)c1cc(Cl)c(N)cc1OC	.	.	5%	.	.	?	i
O=C(O)c1cc(C(F)(F)F)ccc1N1CC[C@H](OCc2ccccn2)C1	.	-8	-1%	.	.	.	?
COCCNC(=O)c1nc(-c2ccccc2)c2ccccn12	-9%[172 µM]	31	4%[87.6 µM]	100µM*	?	8%[87.6 µM]	-21%[88.5 µM]
Cc1ccc(NC(=O)/C=C/c2ccccc2)c(Br)c1	.	-9	7%	.	.	51%[activator]	.

(list continues)
Molecule	FLuc inh	IP6K1 inhibitor	HEK293 viab	HEK cytotox	3T3 cytotox	SNCA expr inhib	GPT2 inh
Cc1ncc2n1C(=O)N(C1CCN(Cc3ccc(OC(F)(F)F)cc3)CC1)C2	0%	13	-17%	14µM*	?	-1%	i
CN1CCN(c2ccc3ncc(Nc4ccc(F)cc4)n3n2)CC1	3%[172 µM]	-10	5%[87.6 µM]	112µM*	100µM*	9%[87.6 µM]	?
O=C(c1cccs1)N1CCN(C(=O)c2nnn3c2COC(c2ccc(Cl)cc2)C3)CC1 (stereo not drawn)	6%	16	-6%	-8%	-1%	-27%	3%
COc1ccccc1C(=O)N1CCC(Oc2ccc(C(=O)N3CCOCC3)cn2)CC1	0%	3	11%	?	-8%	0%	i
COC(=O)[C@]1(C)N[C@H](c2cccnc2N2CCOCC2)[C@@H]2C(=O)N(C)C(=O)[C@@H]21	2%	-3	13%	?	5%	-25%	i
COc1ccc(-c2cn3nc(N4CCC(C(=O)NCc5ccc(F)cc5)CC4)sc3n2)cc1	.	-7	-3%	.	.	113%[activator]	.
Cc1ccc2c(C(=O)NCc3ccccc3C(F)(F)F)cc(NC(=O)C(C)C)cc2n1	-2%	4	-4%	?	?	-20%	?
O=C(NCCc1ccc(Cl)cc1)c1cc(-c2cc(Cl)cc(Cl)c2)c2nncn2n1	.	25	-12%[12.5 µM]	-1%	-8%	5%	i
O=C(O)C1CN(c2nccc(N3CCC(O)CC3)n2)CCN1 (stereo not drawn)	-1%	3	-4%	-2%	1%	?	3%
Cc1ccc(N(CC(C)C)S(=O)(=O)c2nnc(NC(=O)C(C)C)s2)cc1	.	-11	6%	.	.	-8%	.
CNC(=O)[C@H]1C[C@H](Oc2ccccc2)CN1C(=O)c1ccc(OC)c(OC)c1	-1%	23	10%	-2%	i	17%	-12%
Cc1cnc(-c2ccccc2)n1CCNC(=O)CCC1CCCC1	6%	0	-5%	?	-20%	8%	i

(more compounds)
Molecule	FLuc inh	IP6K1 inhibitor	HEK293 viab	HEK cytotox	3T3 cytotox	SNCA expr inhib	GPT2 inh
Cc1cccn2c(CC(=O)N3CCC4(CC3)c3nc[nH]c3CCN4C)cnc12	5%	4	-2%	-11%	i	4%	-19%
COc1cccc(-c2nc(-c3c(C)noc3C)cc3c2cc(C)n3CCN(C)C)c1	7%[172 µM]	-12	-13%[87.6 µM]	45µM*	10µM*	21%[87.6 µM]	-6%[88.5 µM]
COc1cccc(CN2C(=O)CCCCC2C(=O)NCCCN2CCc3ccccc3C2)c1 (stereo not drawn)	0%	31	-2%	-6%	-13%	?	-9%
c1ccc2c(c1)CCC[C@H]2Nc1nc2ccccc2[nH]1	.	.	-1%	.	.	12%	-7%
